Screens deposited in PubChem by National Center for Advancing Translational Sciences (NCATS).
Pol eta inh = blocks human DNA polymerase eta activity. Q9Y253. recombinant Pol eta, fluorescent DNA replication assay. Potency, µM (series often up to 114 µM), without a hit: top-dose activity change, negative = inhibition, usual class: inhibitors. 1.2% of 390,000 active; further: on the % scale 0 is the no-effect control and ±100 the full control effect
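Pol eta at 10 nM preincubated with compounds 15 min at room temperature; reaction started with fluorescent substrate (50 nM final) and read kinetically at 0 and 10 min.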
G9a block = inhibitors of human histone lysine methyltransferase G9a. Potency, µM (titrated, usually from 102 µM), inactives show at the top dose activity, negative = inhibition, hits mostly inhibitors. AID 504332. 8.8% of 350,000 active. Q96KQ7. G9a H3K9 monomethylation, AlphaScreen, 2 h; further: on the % scale 0 is the no-effect control and ±100 the full control effect; nearly all actives have a fitted effect of over 75% in size
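Quantitative HTS format: methyltransferase activity on a biotin-tagged H3K9 peptide is measured by AlphaScreen, using a rabbit anti-monomethyl-H3K9 antibody with streptavidin donor and anti-IgG acceptor beads. Final levels are 20 nM enzyme, 500 nM peptide, 20 uM SAM; 2 h RT.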
APE1 inh = APE1 (human) endonuclease inhibition; Potency, µM (highest dose often 65.8 µM), without a hit: at the highest dose activity change, negative = inhibition, hits mostly inhibitors; P27695; 0.35% of 350,000 active; recombinant APE1, TAMRA/BHQ-2 abasic DNA cleavage fluorescence;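 further: plate controls were vehicle for no effect and reference inhibitor for full effect; nearly all actives have a fitted effect of over 55% in size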
Target sequence (P27695 whole entry, looked up): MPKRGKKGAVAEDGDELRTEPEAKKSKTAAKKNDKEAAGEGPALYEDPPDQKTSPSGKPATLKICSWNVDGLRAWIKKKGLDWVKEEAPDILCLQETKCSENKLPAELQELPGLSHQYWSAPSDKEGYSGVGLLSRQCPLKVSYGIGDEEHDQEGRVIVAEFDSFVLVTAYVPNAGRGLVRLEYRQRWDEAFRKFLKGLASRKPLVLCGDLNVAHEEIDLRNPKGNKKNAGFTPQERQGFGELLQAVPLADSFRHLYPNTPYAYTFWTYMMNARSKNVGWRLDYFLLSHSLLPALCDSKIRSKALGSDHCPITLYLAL
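APE1 at 0.75 nM final was preincubated with compound 15 min at room temperature, then 50 nM double-stranded THF abasic-site substrate (5'-TAMRA/3'-BHQ-2) was added. Fluorescence (ex 525/em 598 nm) was read kinetically; third-minus-first read gave activity.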
BLM inh = blocks DNA unwinding by human BLM helicase | 0.2% of 350,000 active | Potency, µM (series often up to 56.1 µM), for inactives: at the highest dose activity change, negative = inhibition, most hits filed as inhibitors | P54132 | recombinant BLM DNA unwinding, fluorescence dequenching;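 further: plate controls were vehicle for no effect and no enzyme for full effect; nearly all actives have a fitted effect of over 35% in size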
POLI inh = blocks human DNA polymerase iota activity | Q9UNA4 | Pol iota fluorescent replication assay, 10 min | Potency, µM (highest dose often 115 µM), for the others: at the highest dose activity, negative = inhibition, most hits filed as inhibitors | 1% of 390,000 active
Target sequence (Q9UNA4 whole entry, looked up): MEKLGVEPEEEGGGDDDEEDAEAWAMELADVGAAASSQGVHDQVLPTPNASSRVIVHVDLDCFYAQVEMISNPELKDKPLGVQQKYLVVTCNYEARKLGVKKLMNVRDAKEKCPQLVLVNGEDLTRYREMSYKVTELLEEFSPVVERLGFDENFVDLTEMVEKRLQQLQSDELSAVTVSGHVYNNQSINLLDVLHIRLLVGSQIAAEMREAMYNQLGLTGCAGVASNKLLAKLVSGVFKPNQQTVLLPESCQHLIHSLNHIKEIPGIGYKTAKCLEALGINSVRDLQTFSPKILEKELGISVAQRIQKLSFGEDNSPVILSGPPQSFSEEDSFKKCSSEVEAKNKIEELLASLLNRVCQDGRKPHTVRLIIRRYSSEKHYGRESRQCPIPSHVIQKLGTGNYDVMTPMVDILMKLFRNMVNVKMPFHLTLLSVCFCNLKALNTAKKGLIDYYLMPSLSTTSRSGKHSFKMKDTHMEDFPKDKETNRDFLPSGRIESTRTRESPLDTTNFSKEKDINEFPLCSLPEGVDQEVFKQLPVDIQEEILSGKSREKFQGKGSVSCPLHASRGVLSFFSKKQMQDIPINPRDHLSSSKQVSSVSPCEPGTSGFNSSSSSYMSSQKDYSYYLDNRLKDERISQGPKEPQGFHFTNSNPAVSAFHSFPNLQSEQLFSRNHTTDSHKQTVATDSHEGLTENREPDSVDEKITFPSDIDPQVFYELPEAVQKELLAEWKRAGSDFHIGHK
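Pol iota at 10 nM preincubated 15 min with compounds at room temperature; reaction started with fluorescent substrate, 50 nM final. Fluorescence read kinetically at 0 and 10 min; buffer-only wells as negative control.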
BAZ2B inh = blocks human BAZ2B; Q9UIF8; AlphaScreen BAZ2B-H3K14Ac peptide displacement; Potency, µM (titrated, usually from 114 µM), inactives show top-dose activity change, negative = inhibition, usual class: inhibitors; 4.4% of 360,000 active; AID 504333; further: on the % scale 0 is the no-effect control and ±100 the full control effect; nearly all actives have a fitted effect of over 60% in size
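Complex of BAZ2B and biotin-H3K14Ac (50 nM apiece) forms over 30 min at RT, then faces library compounds up to 110 uM for another 30 min; AlphaScreen beads added, 20 min dark incubation, luminescence read.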
Anesthetic bind = binds horse apoferritin like a general anesthetic | P02791 | apoferritin/1-aminoanthracene competitive binding, fluorescence | Potency, µM (top dose mostly 77.5 µM), without a hit: at the highest dose activity change, negative = displacement, hits mostly inhibitors | 0.074% of 350,000 active; further: on the % scale 0 is the no-effect control and ±100 the full control effect; nearly all actives have a fitted effect of over 20% in size
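10 uM apoferritin + 50% sat. 1-AMA, PBS; cpd 10 min RT; Ex380/Em535 endpoint; normalized to free probe vs complex; 4-param Hill fit; propofol titration as pos. ctrl.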
Pol beta inh = inhibitors of human DNA polymerase beta. Pol beta primer extension/strand displacement, fluorescence kinetic. Potency, µM (series often up to 114 µM), for the others: at the top dose activity change, negative = inhibition, hits mostly inhibitors. P06746. 1.3% of 340,000 active. AID 485314; further: on the % scale 0 is the no-effect control and ±100 the full control effect
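Pol beta (10 nM) was preincubated with compound for 15 min at room temperature. The reaction was then started with 50 nM substrate and read immediately and after a further 10 min at room temperature.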
POLK inh = DNA polymerase kappa (human) inhibition; Q9UBT6; purified Pol kappa, fluorescent DNA synthesis assay, 10 min; Potency, µM (top dose mostly 107 µM), without a hit: at the top dose activity, negative = inhibition, actives largely listed as inhibitors; 0.53% of 400,000 active; further: on the % scale 0 is the no-effect control and ±100 the full control effect
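10 nM Pol kappa preincubated 15 min at room temperature with compounds, then reaction started with substrate at 50 nM final. Fluorescence read kinetically at 0 and 10 min; buffer-only wells served as negative control.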
* = called active by the depositor; ? = inconclusive; . = not tested or not shown; & = joins results of further samples; [ ] = dose if it differs, or a comment. The call rests on the fitted dose curve; in most records, active means well fitted curve in the direction sought with a large enough effect; inconclusive means small, poorly fitted or top-dose-only effect, or another doubt; inactive means no such curve, though single readings can be large; an effect the other way counts as inactive or inconclusive. Potency means the concentration at half of the fitted maximal effect. Some of the compounds tested; the hit share may differ from the screen's.

SMILES | Pol eta inh | G9a block | APE1 inh | BLM inh | POLI inh | BAZ2B inh | Anesthetic bind | Pol beta inh | POLK inh
CC1CN(S(=O)(=O)c2ccc(C(=O)Nc3ccc(S(=O)(=O)N4CCOCC4)cc3)cc2)CC(C)O1 (stereo not drawn) | -7% | . | 5% | -16% | 23% | -15% | -7% | 43% | 0%
CCCCc1ccc(NC(=O)Cn2cnc3c2c(=O)n(C)c(=O)n3C)cc1 | -5% | -32%[59 µM] | . | -4% | -15% | 1% | -1% | -4% | -20%
CC(C)Cc1nnc(NC(=O)c2ccc(S(=O)(=O)N3CCCC3)cc2)s1 | -20% | -41% | 34% | . | -14% | 3% | . | . | 1%
COc1ccc(SC[C@H](Cc2ccccc2)N2CC[C@@H](C(C)(C)C)CCC2=O)cc1 | -9% | 16%[2.33 µM] | 35% | . | 39%&30% | -2% | . | . | 13%&-24%
COc1ccc(OC)c(CCNC(=O)c2c3c(nc4ccccc24)C(=O)N(C2CCCCC2)C3)c1 | -3% | -3%[59 µM] | . | 0% | ? | -34% | -7% | -1% | -10%
COc1ccccc1NS(=O)(=O)NC(=O)c1c(C)[nH]c2ccccc12 | -15% | ? | 29% | 1% | -2% | ? | -4% | 1% | 5%
COc1ccc(Nc2nc3cc(C)ccc3cc2C#N)c(OC)c1 | -16% | 28% | 1% | -3% | 10% | -3% | -13% | 3% | 0%[60.1 µM]
COc1ccc(C=NNc2ccc([N+](=O)[O-])cc2S(=O)(=O)Nc2ccccc2C(=O)O)cc1OC | 35µM* | . | -7% | . | 36%[activator] | . | . | . | -37%
Cc1ccc(Cl)cc1NC(=O)CCn1c(=O)c2cccn2c2cccnc21 | -15% | 4%[59 µM] | . | -4% | -13% | 1% | 3% | 2% | -7%
CN(C)c1ccc(C(=O)N=c2sccn2C)cc1[N+](=O)[O-] | -22% | -4% | -4% | 0% | 46% | -19% | -8% | 84% | -3%

Look-ups from the list.
POLK inh result of `CC(C)Cc1nnc(NC(=O)c2ccc(S(=O)(=O)N3CCCC3)cc2)s1` is entered as 1%
Pol eta inh result of `CCCCc1ccc(NC(=O)Cn2cnc3c2c(=O)n(C)c(=O)n3C)cc1` is entered as -5%
Pol beta inh result of `COc1ccc(OC)c(CCNC(=O)c2c3c(nc4ccccc24)C(=O)N(C2CCCCC2)C3)c1` is entered as -1%
Anesthetic bind result of `CN(C)c1ccc(C(=O)N=c2sccn2C)cc1[N+](=O)[O-]` is entered as -8%
Pol eta inh result of `COc1ccc(SC[C@H](Cc2ccccc2)N2CC[C@@H](C(C)(C)C)CCC2=O)cc1` is entered as -9%

The results go on:
SMILES | Pol eta inh | G9a block | APE1 inh | BLM inh | POLI inh | BAZ2B inh | Anesthetic bind | Pol beta inh | POLK inh
Cc1ccc(/C=N/NC(=O)c2cccc(S(=O)(=O)Nc3ccccc3Cl)c2)o1 | -7% | 1%[59 µM] | -3% | -1% | -5% | -3% | -14% | -15% | -16%
C/[N+]([O-])=C1\Cc2ccccc2C1=O | -23% | -32% | 1% | 1% | 28% | -1% | -17% | 0% | -13%
COc1ccccc1-c1nnc(SC)n1C | -11% | 13% | 7% | -6% | 44%[activator] | 6% | -13% | 21% | 8%
O=C1c2cccc3cccc(c23)C(=O)N1CC1CCN(S(=O)(=O)c2ccc(F)cc2)CC1 | -26% | 6%[59 µM] | 4% | 0% | -3% | 1% | -8% | 28% | -5%
NC(=O)c1ccccc1NS(=O)(=O)c1ccc(S(=O)(=O)N2CCCC2)cc1 | -6% | -38%[12.7 µM] | 27% | . | -20% | -13% | . | . | 11%
NS(=O)(=O)c1ccc(N2N=C(c3ccccc3)CC2c2ccccc2Cl)cc1 (stereo not drawn) | -11% | . | -7% | . | 2% | . | . | . | -13%
COc1cccc(NC(=O)CN2C(=O)CSc3nc(C)cc(C)c32)c1 | -6% | 1% | 0% | -2% | -15% | -5% | -18% | 0% | 0%
Cc1ccc(N2CC(C(=O)Nc3ccccc3C(=O)NC3CCCCC3)CC2=O)cc1 (stereo not drawn) | -7% | 1%[59 µM] | 0% | 0% | 15% | 2% | -16% | 7% | -14%
O=C(c1ccco1)N1CCN(C(c2ccc(Cl)cc2)c2nnnn2CC2CCCO2)CC1 (stereo not drawn) | -3% | -47%[12.7 µM] | 18% | -4% | -21% | ? | 4% | -8% | -12%
Cc1cccn2c(=O)c(C=O)c(N3CCSCC3)nc12 | -1% | -2% | -4% | -3% | ? | -10% | -11% | -28% | -12%
Nc1nc(NCC2CCC(CNS(=O)(=O)c3cccc4ccccc34)CC2)nc2ccccc12 (stereo not drawn) | . | 25µM* | ? | -7%&-22% | . | . | -10% | . | -11%&-5%[60.1 µM]
Cc1ccc(CNC(=O)C(=O)NCC(c2ccco2)S(=O)(=O)c2ccc(C)cc2)cc1 (stereo not drawn) | -14% | -5%[59 µM] | . | 0% | 6% | -1% | ? | 8% | -1%[60.1 µM]
Cc1ccc(SCc2nc3ccccc3n2CC(=O)Nc2ccc(Cl)cc2)cc1 | -8% | 11%[12.7 µM] | 13% | 0% | -3% | 14%[57.1 µM] | -15% | -11% | 0%
O=C(Cc1ccccc1)N1CCN(c2ccc([N+](=O)[O-])cc2)CC1 | -14% | 77%[activator] | -7% | -1% | 15% | -1% | -6% | 1% | 12%
O=C(OCC(=O)N1CCN(Cc2ccccc2)CC1)c1cc(Cl)ccc1[N+](=O)[O-] | -16% | 17%[12.7 µM] | 21% | . | -3% | -36% | . | . | 1%
CN(C)S(=O)(=O)c1ccc(Cl)c(NC(=O)COC(=O)/C=C/c2ccc(S(=O)(=O)N3CCOCC3)cc2)c1 | -19% | 11%[59 µM] | 1% | 1% | -2% | -2% | -5% | 3% | 0%
CC1CCCCC12NC(=O)N(CC(=O)Nc1ccc3[nH]c(=O)[nH]c3c1)C2=O (stereo not drawn) | -6% | 1% | -10% | . | 44%[activator] | -5% | . | . | -7%
COCCNc1c([N+](=O)[O-])c(=O)n(-c2ccccc2)c2ccccc12 | -3% | -9%[59 µM] | 1% | 0% | 3% | -1% | 0% | 14% | 6%
Cc1ccc(NC(=O)COC(=O)C2=NN(c3ccccc3)C(=O)CC2)c(Br)c1 | -8% | 15%[12.7 µM] | -14% | . | 11% | 3% | . | . | -14%
NC(=S)Cc1nc(-c2ccccc2)cs1 | -16% | ? | 7% | -5% | 22% | ? | -11% | 2% | -17%
CCn1c(C)nc2cc(C(=O)NNS(=O)(=O)c3cc(Br)ccc3Br)ccc21 | -13% | ? | -9% | -4% | -8% | -13% | 2% | -2% | -2%
CCOc1ncccc1C(=O)OCc1nnc(-c2ccccc2)o1 | -8% | -5%[2.33 µM] | -1% | -1% | 4% | 6% | -15% | 23% | 5%
Cc1cc(Cn2nc(-c3ccccc3)cc2C(=O)NCC2CC2)on1 | -9% | 26%[2.33 µM] | -10% | . | 23% | -5% | . | . | -24%
CN(CC(=O)Nc1ccc(F)cc1)C(=O)C1CCCC1 | 5% | 43%[12.7 µM] | 25% | . | -6% | 4% | . | . | 1%
O=C(COc1cccc2ccccc12)NNC(=O)CSCCO | -16% | -6%[59 µM] | 2% | 1% | ? | 1% | -3% | 9% | -16%
CSc1sccc1/C=N/NC(=O)c1ccncc1 | -15% | 14% | -2% | -13% | -5% | -3% | -3% | 1% | -2%
COc1cccc(-c2ccc3ncnc(NCCNC(C)=O)c3c2)c1 | . | -22%[0.501 µM] | -1% | 8% | . | . | . | . | 5%[60.1 µM]
CCC(C)Sc1ccc([C@H]2N[C@@](Cc3ccccc3)(C(=O)OC)[C@H]3C(=O)N(CC)C(=O)[C@@H]23)cc1 (stereo partly drawn) | -11% | 1%[12.7 µM] | -8% | . | 18% | -1% | . | . | -10%
COc1ccc2cc(C=NS(=O)(=O)c3ccc(C)cc3)n(C)c2c1 | -8% | 28%[2.33 µM] | -7% | . | -6% | 29% | . | . | -7%
CCCCCn1c(SCC2CCCO2)nc2cc(C(=O)N3CCC(C(N)=O)CC3)ccc2c1=O (stereo not drawn) | -3% | 9%[0.501 µM] | -6% | -1% | 7% | ? | -24% | 29% | -4%
COc1ccc(C(=O)NCc2nnc(SCC(=O)Nc3ccc4c(c3)OCO4)o2)cc1 | -13% | -19% | 1% | -3% | 32%[activator] | ? | -9% | -1% | -2%
Cc1ccc(C(=O)/C=C/N(C)C)cn1 | -5% | . | 15% | -6% | -2%[58.9 µM] | -2% | 6% | 4% | -2%
CCc1ccc(Nc2nc(N)nc(CSc3nc4ccccc4s3)n2)cc1 | -20%&-23% | -2%&-3%[59 µM] | 1% | -10%&-18% | 25%&21% | -11%&-34% | -20%&-12% | -17%&-2% | -22%&-4%
O=C(COc1ccc2ccc(=O)oc2c1)NC1CCN(Cc2ccccc2)CC1 | -11% | 14%[0.501 µM] | -4% | -16% | 6% | -3% | -4% | 43% | -1%
CCOc1c(Cl)cc(CNCC(O)c2ccccc2)cc1OC (stereo not drawn) | 0% | ? | 0% | -1% | 7% | -25% | -18% | -19% | -18%
CC1(C)NC(=O)N(Cc2cc(=O)n3ccsc3n2)C1=O | 6% | 1% | 1% | -13% | ? | -16% | -5% | -11% | -14%
O=[N+]([O-])c1ccccc1/C=N/Nc1nccnc1Cl | -2% | 88%[activator][59 µM] | -1% | -1% | ? | ? | ? | 16% | -3%
Cc1ccc(N(CC(=O)NCc2ccccc2)C(=O)CCC(=O)Nc2ccccn2)c(C)c1 | -17% | 5% | -3% | -2% | 21% | 8% | -7% | 14% | 2%
COc1cc(/C=C/C(=O)OCC(=O)Nc2cc(C)c(C)cc2[N+](=O)[O-])ccc1O | -2% | 35%[activator][12.7 µM] | ? | -4% | -21% | -25% | 5% | ? | -21%
N#C/C(=C\c1cccnc1)C(=O)Nc1cccc2ccccc12 | -7% | 50µM* | 8% | -3% | -4% | 3% | 4% | 0%[57.1 µM] | -6%
CCOc1ccccc1NC(=S)N1CCC(NC(=O)NC23CC4CC(CC(C4)C2)C3)CC1 | 1% | -5%[59 µM] | 10% | 2% | 20% | -4% | -15% | 2% | 2%

Some entries already given, showing only Anesthetic bind:
| SMILES | Anesthetic bind |
| --- | --- |
| COc1cccc(NC(=O)CN2C(=O)CSc3nc(C)cc(C)c32)c1 | -18% |
| Cc1ccc(N2CC(C(=O)Nc3ccccc3C(=O)NC3CCCCC3)CC2=O)cc1 (stereo not drawn) | -16% |
